Source: PubChem BioAssay (several laboratories)
D1 mod – allosterically modulates the human D1 dopamine receptor. B-score at 10 µM. AID 641. HEK293 D1, CRE-luciferase, dopamine EC30 potentiation; actives deviate in either direction. 5.9% of 58,000 active;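 active = luminescence count or its row- and column-corrected plate score outside the 99.7% band of the plate's sample wells, on either side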
TNAP act DEA – activators of human TNAP at intermediate phosphate acceptor; P05186; purified TNAP, CDP-star luminescence, 100 mM DEA, 30 min; stronger effect = higher value; scale: 0 levamisole-inhibited, 1 vehicle-only enzyme; activation factor at 20 µM; 64,000 tested, under 10 active; AID 813;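 active = activation factor of at least 2 at 20 µM, relative to controls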
M1 ag – M1 muscarinic receptor agonism. B-score at 10 µM. AID 626. 3% of 64,000 active. CHO-M1 cells, Fluo-4 calcium fluorescence, agonist mode; stronger effect = higher value;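 active = fluorescence rise, raw or as B-score row- and column-corrected plate score, outside the 99.7% band of its plate's samples, either direction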
HEK293 NFkB inh – inhibitors of the PMA/ionomycin-induced NF-kB reporter in HEK293 cells; 0.21% of 62,000 active; HEK-293 NF-kB luciferase reporter, luminescence; inhibition, % at 3 µM;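 active = inhibition above the mean of all tested compounds plus 3 SD, cut at about 40% in these data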;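 also: 0% = stimulated DMSO wells and 100% = 10 µM reference inhibitor 5653914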
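System: NF-kB luciferase reporter HEK-293 cells | Replication: Single test | Control set: DMSO vs reference inhibitor | Evaluation: % inhibition | Schedule: 1 h pretreatment, 16 h stimulation, 37 °C | Probe or stimulus: PMA with ionomycin | Compound dosing: One dose, 3 µM | Detection: Luciferase luminescence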
M1 antagonist – blocks the rat M1 muscarinic receptor response to acetylcholine; P08482; CHO-M1 cells, Fluo-4 calcium, ACh EC80 antagonist mode; stronger effect = lower value; B-score at 10 µM; 3.4% of 64,000 active;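 active = calcium fluorescence response, raw or row-and-column corrected B-score, differing from the plate sample mean either way at a set confidence level, mostly lower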
Target sequence (P08482 whole entry, looked up): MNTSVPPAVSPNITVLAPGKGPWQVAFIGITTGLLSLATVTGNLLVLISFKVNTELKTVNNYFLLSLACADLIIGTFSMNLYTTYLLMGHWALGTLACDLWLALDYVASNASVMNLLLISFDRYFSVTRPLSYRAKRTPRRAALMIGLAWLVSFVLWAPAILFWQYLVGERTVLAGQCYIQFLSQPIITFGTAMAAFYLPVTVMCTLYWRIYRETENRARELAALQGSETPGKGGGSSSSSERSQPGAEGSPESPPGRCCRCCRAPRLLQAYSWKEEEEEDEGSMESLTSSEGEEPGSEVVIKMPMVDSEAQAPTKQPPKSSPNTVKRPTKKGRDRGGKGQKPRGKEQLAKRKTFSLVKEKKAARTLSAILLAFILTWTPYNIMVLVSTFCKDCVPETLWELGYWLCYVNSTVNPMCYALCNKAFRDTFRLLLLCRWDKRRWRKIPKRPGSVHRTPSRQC
S1P1 ag pot – agonists and agonism potentiators of human S1P1 receptor; P21453; S1P1 CRE-bla cells, forskolin, beta-lactamase FRET, potentiator mode; S1P1 agonist co-added at EC20, 2 nM; 100% = saturating reference agonist, 0% = basal; activation, % at 9.5 µM; 0.57% of 56,000 active;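 active = activation above a cutoff set at the mean activation of all tested compounds plus 3 SD, cut at about 54% in these data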;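 also: forskolin at 4 µM as EC80 and the EC20 agonist is SEW2871; 100% = SEW2871 at its EC100 plus forskolin at EC80; some compounds past the cut are filed as inactive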
Target sequence (P21453 whole entry, looked up): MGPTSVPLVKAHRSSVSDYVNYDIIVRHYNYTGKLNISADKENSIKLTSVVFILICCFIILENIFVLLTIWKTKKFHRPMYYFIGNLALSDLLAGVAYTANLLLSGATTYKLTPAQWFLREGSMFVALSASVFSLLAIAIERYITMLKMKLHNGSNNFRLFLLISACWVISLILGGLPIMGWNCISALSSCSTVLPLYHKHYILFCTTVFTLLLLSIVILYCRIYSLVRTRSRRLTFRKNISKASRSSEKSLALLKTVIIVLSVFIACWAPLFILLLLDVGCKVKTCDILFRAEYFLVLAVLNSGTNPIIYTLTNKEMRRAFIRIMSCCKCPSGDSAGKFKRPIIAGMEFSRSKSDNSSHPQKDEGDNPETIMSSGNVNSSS
Ec RNAP inh – Escherichia coli RNA polymerase inhibition; inhibition, %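 (tested at 10 µM)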; E. coli RNA polymerase, fluorescence transcription assay; AID 559; 0.2% of 62,000 active; in the data active = inhibition above about 20%;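 also: 0% = enzyme without compound and 100% = no enzyme blank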
Jurkat tox 60K – cytotoxicity toward Jurkat cells | Jurkat E6.1 viability, ATP luminescence, 48 h | inhibition, % at 4 µM | 1.2% of 56,000 active | AID 463;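 active = inhibition above the mean inhibition of all tested compounds plus 3 SD, cut at about 28% in these data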
S1P3 agonist – agonists of human S1P3 receptor | Q99500 | 0.1% of 60,000 active | activation, % at 4.5 µM | S1P3 NFAT-BLA reporter cells, agonism, FRET ratio; relative to 1 µM S1P, basal subtracted;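 active = activation above the screen-wide mean plus 3 SD, cut at about 4.5% in these data, passing the limit was not always enough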; also: some compounds called inactive have numbers as strong as hits
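Benchmarks: high control 1 µM S1P / System: stable CHO line with human S1P3, Gα16, NFAT-BLA reporter / Dosing: single compound concentration, 4.5 µM final / Timing: 4 h compound at 37 °C, 2 h substrate at RT / Measured by: FRET β-lactamase substrate fluorescence, excitation 405 nm, 460/535 nm emission ratio, background-subtracted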
The depositor's hits bear a star; . = no result given.

SMILES	D1 mod	TNAP act DEA	M1 ag	HEK293 NFkB inh	M1 antagonist	S1P1 ag pot	Ec RNAP inh	Jurkat tox 60K	S1P3 agonist
COC(=O)COc1ccc(S(=O)(=O)NCC2CCCO2)cc1Cl (configuration not stated)	-0.28	0.9	-0.6	10	0.25	-1	11	0	-1.0
CCOc1ccc(-c2nc(C#N)c(NC3CC3)o2)cc1	0.18	0.9	-0.062	-3	-1.1	16	7	9	-1.1
Nc1nc(CN2CCN(c3ccccc3F)CC2)nc(Nc2ccccc2)n1	0.48	0.9	0.18	8	-0.32	3	6	-6	0.6
CCOC(=O)CSc1nnc(CNC(=O)c2ccco2)n1C	-1.1	0.9	0.5	6	-0.14	4	1	2	0.3
O=S(=O)(NCCCCCNS(=O)(=O)c1ccc(F)cc1)c1ccc(F)cc1	-0.75	1	-0.26	3	-0.21	-2	7	0	0.1
Cc1ccccc1CSc1nnc(-c2cccnc2)n1N	-0.026	0.9	0.23	10	0.4	-8	4	-2	-0.6
CCCCN(C(=O)Cn1nnc2ccccc21)C(C(=O)NCc1ccco1)c1ccncc1 (configuration not stated)	-0.03	0.9	-0.79	5	0.65	-4	4	2	-1.4
CC(=O)c1cc2c(cc1NC(=O)CN1CCN(c3ccc(F)cc3)CC1)OCO2	1.3	0.9	-2	-10	0.22	4	10	-6	-0.8
CCOC(=O)Cc1csc2nc3sc(C)c(C)c3c(=O)n12	1.2	0.9	0.77	-4	-0.064	.	2	-5	1.3
O=S(=O)(c1cccc(-c2cn3cc(Cl)ccc3n2)c1)N1CCOCC1	0.38	1	1.5	9	1.4	12	0	6	-1.5
CCOC(=O)C1CCN(S(=O)(=O)c2cc(Br)cc3c2N(C(C)=O)C(C)C3)CC1 (configuration not stated)	4.6*	0.9	0.43	9	-2.3*	.	4	.	.
Cc1cc(C)nc(N2CCCC(C(=O)Nc3ccc4c(c3)OCCO4)C2)n1 (configuration not stated)	1.4	0.9	-0.54	15	-0.016	31	2	-3	-0.1
CC(C)C(NS(=O)(=O)c1cccs1)C(=O)N1CCc2ccccc2C1 (configuration not stated)	-0.13	0.9	-0.6	28	0.41	16	8	-3	0.1
CCCCn1c(N2CCC(Cc3ccccc3)CC2)nc2c1c(=O)[nH]c(=O)n2C	.	0.9	1.1	15	0.33	-4	.	18	-1.2
O=C1CC(c2ccco2)Cc2nc(Nc3nc(-c4ccccc4)c4ccccc4n3)ncc21 (configuration not stated)	0.5	0.9	0.21	9	1.3	30	4	-1	-0.1
O=S(=O)(Nc1nc2ccccc2nc1N1CCN(c2ccccn2)CC1)c1ccc(Cl)cc1	-0.77	.	9.2*	1	-0.32	.	.	13	-0.7
CCn1c(=O)c(-c2ccccc2)c(O)c2ccccc21	0.1	0.9	0.32	16	-1.3	4	3	-6	-0.4
O=C(CSc1nc2ccccc2s1)NC(=O)NCc1ccco1	5.9*	0.9	0.14	10	0.12	1	-5	0	-0.7
CCc1c(C)nc2c(C#N)c(C)[nH]n2c1=O	-0.031	0.9	-0.079	6	0.021	.	6	.	.
CCOC(=O)/C=C1\SCC(=O)N1CC(=O)NC1CCCCC1	0.51	1	0.63	8	0.41	-6	1	4	-1.5
CC(=O)N1CCc2cc(Br)cc(S(=O)(=O)N3CCCCCC3)c21	-0.0021	0.9	0.11	28	-0.15	8	4	7	-0.8
COc1ccc2c(C(=O)CN(C)C3CCCCC3)c[nH]c2c1	-0.39	0.8	-0.35	14	0.21	11	2	1	-1.1
O=S(NC1CCCCC1)C12CC3CC(CC(C3)C1)C2 (configuration not stated)	.	1	-0.78	7	0.66	6	7	5	-1.6
CCOC(=O)C(Cc1ccccc1)NC(=O)CCc1c(C)nc2ncnn2c1C (configuration not stated)	0.3	0.9	0.49	15	0.66	-36	6	0	0.6
CN(C(=O)c1cnccn1)c1nnc(-c2cnccn2)s1	0.53	1	-0.7	22	-0.21	-13	-5	0	-0.8
CCN(CC)CCn1c(O)c(N=O)c2ccccc21	.	0.9	2.2	.	0.26	4	.	.	-3.7
COc1ccc(NC(=O)CC2Oc3ccc(C)cc3NC2=O)cc1 (configuration not stated)	.	0.8	-0.44	2	0.2	-16	-2	3	-1.0
O=C(Nc1cccc(NS(=O)(=O)c2ccc(S(=O)(=O)NC3CC3)cc2)c1)c1ccccn1	-1.5	0.9	-0.3	19	-1.7	22	3	2	-0.4
COc1ccc(Cl)cc1-n1c(N)c(C(N)=O)sc1=S	-0.59	0.9	0.48	4	1.6	.	6	.	.
COc1ccccc1OCC(=O)Sc1ccc(C)cc1	-0.13	0.8	0.31	7	-0.054	-10	7	-2	-0.6
Cn1cccc1C(=O)NC(=O)CSc1nnc(C2CC2)n1-c1ccccc1	0.54	0.9	0.057	-3	0.37	7	0	-2	0.3
CC(C)(C)c1cc(NC(=O)COC(=O)C2CC2)n(-c2ccccc2)n1	2.1	0.9	0.019	7	1.6	21	13	-3	0.8
O=C(NCC12CC3CC(CC(C3)C1)C2)c1nn2c(c1Cl)NC(c1ccco1)CC2C(F)(F)F (configuration not stated)	1.2	0.9	0.01	17	0.19	14	-1	3	-1.9
Cc1ccccc1CS(=O)(=O)Cc1ccc(C(=O)NCc2ccco2)o1	-0.1	0.9	-1.6	2	-1.6	14	6	8	-0.8
Cc1onc(-c2c(Cl)cccc2Cl)c1C(=O)Nc1c(C)n(C)n(-c2ccccc2)c1=O	0.02	0.9	4.1	-8	-1	20	1	-2	-1.1
CN(C)S(=O)(=O)c1ccc(C(=O)NCc2ccccc2)cc1	0.74	0.9	0.89	18	0.61	-6	4	-5	-0.6
CN(C)c1cccc2c(S(=O)(=O)N3CCOCC3)cccc12	.	1	-0.5	.	-1.1	10	5	.	-4.2
CN(C)S(=O)(=O)c1ccc(C(=O)OCC(=O)NC(=O)NCc2ccccc2)cc1	-0.2	1	0.39	7	0.46	-1	-7	-3	-0.4
CCCc1nc(N2CCCC2)c(C#N)c2c1CCCC2	.	0.8	-0.57	.	0.17	7	7	.	3.2
Cc1ccc(N2CC(C(=O)NCc3ccc4c(c3)OCO4)CC2=O)cc1C (configuration not stated)	0.55	0.9	-0.26	11	0.51	18	10	-6	-0.8
O=C(N1CCOCC1)N1CCCN(C(=O)N2CCOCC2)CC1	-0.87	0.9	0.35	0	-0.19	-14	1	-3	-0.1
CCOc1ccc2nc(C(C)O)[nH]c2c1 (configuration not stated)	-0.54	1	-0.4	14	0.4	-13	2	0	-0.8
O=C(Cn1cc2c(n1)CCCCC2)N1CCc2ccccc2C1	-0.66	0.9	-1.2	9	0.12	-28	3	0	-1.1
COC(=O)CC1=C(C(=O)OC)C(c2ccc3c(c2Cl)OCO3)C(C#N)=C(N)O1 (configuration not stated)	.	0.9	0.18	.	0.089	-8	3	.	-6.2
O=C(NCc1ccccn1)C1CCC(=O)N1C1CCCC1 (configuration not stated)	0.27	0.9	-0.57	-13	0.087	-15	9	-6	-0.6
COc1ccc(C(=O)NC2CCN(S(=O)(=O)Cc3ccccc3)CC2)c(OC)c1	0.014	1	0.67	20	-0.41	4	7	8	-1.1
O=C(CSc1nnc(-c2c[nH]c3ccccc23)o1)N1c2ccccc2CCc2ccccc21	-0.72	1	0.61	6	-0.22	56	0	30	0.0
O=C(CCN1C(=O)c2ccccc2C1=O)NC1=NCCS1	0.91	1	-0.85	-2	0.93	10	7	-2	0.6
COc1ccc(Cc2c(O)nc(SC)n(C(C)=O)c2=O)cc1	0	1.1	0.73	3	0.67	23	25*	4	-1.5
Cc1ccccc1-n1nc2c(c1NC(=O)c1cccc(F)c1)CS(=O)C2 (configuration not stated)	-0.46	0.9	-1.1	6	0.28	-11	11	-4	0.4
CC(CN1CCN(C)CC1)OC(=O)c1ccc(Cl)cc1 (configuration not stated)	-0.57	0.9	.	8	.	-6	0	1	-0.1
O=C(CCCOc1ccccc1)N1CCCc2ccccc21	0.18	1	-0.9	.	0.26	.	2	.	.
c1ccc(Nc2nc(N3CCCCC3)nc(N3CCNCC3)n2)cc1	0.86	0.9	11*	7	0.039	.	5	-4	-0.1
COc1ccccc1N1CCN(C(c2cccs2)c2nnnn2C2CCCC2)CC1 (configuration not stated)	-1.5	0.9	0.38	8	0.6	13	2	13	-0.4
CCCOCCOC(=O)c1[nH]c2c(c1C)C(=O)CC(c1cc(OC)ccc1OC)C2 (configuration not stated)	.	1	0.2	12	1	15	-1	22	-1.7
COc1cc2[nH]c(=O)n(CCC(=O)N3CCc4ccccc4C3)c(=O)c2cc1OC	-0.017	0.9	0.63	8	2	.	-5	.	.
COc1ccc(Br)cc1S(=O)(=O)N1CCOCC1	0.12	0.8	0.13	-6	0.71	-7	8	-5	0.2
COC(=O)c1ccc(C2/C(=C(\O)c3ccc(OC)c(C)c3)C(=O)C(=O)N2c2cc(C)on2)cc1 (configuration not stated)	0.077	0.9	0.92	.	0.014	4	6	.	-4.8
CC(C)Sc1nc(N2CCOCC2)c2c(c1C#N)CC(C)(C)SC2	2.1	0.9	-0.36	16	0.63	2	8	0	0.0
Cc1cc(O)ccc1NC(=O)c1ccccc1	-0.13	0.9	-0.32	14	-0.49	14	.	2	-1.9

(further entries)
SMILES	D1 mod	TNAP act DEA	M1 ag	HEK293 NFkB inh	M1 antagonist	S1P1 ag pot	Ec RNAP inh	Jurkat tox 60K	S1P3 agonist
O=C(NC1CCN(C(=O)N2c3ccccc3Sc3ccccc32)CC1)c1ccco1	.	1	0.33	9	-0.11	.	-1	.	.
CCOC(=O)c1cnn2c(C(F)F)cc(C3CC3)nc12	3.7*	1	-0.26	7	0.0087	-38	7	0	0.0
COc1ccc(NC(=O)Nc2c(C)n(-c3ccccc3)c(=O)n2C)cc1OC	0.032	0.9	-0.26	8	0.44	.	6	-4	0.1
CC1CCCN(Cc2nc3c(c(=O)n(C)c(=O)n3C)n2Cc2cccc3ccccc23)C1 (configuration not stated)	-0.31	0.9	0.1	30	0.78	11	1	-4	-1.6
O=P(O)(CCCCP(=O)(O)CCc1ccccc1)CCc1ccccc1	0.61	1	-0.21	2	0.13	0	.	-13	0.4
CC(=O)OCC1OC(c2ccccc2)C(OC(C)=O)C(OC(C)=O)C1OC(C)=O (configuration not stated)	3.1*	1	-1.1	12	-0.82	-18	4	3	-0.7

Given as labelled records: part of the list above.
COc1ccc(NC(=O)Nc2c(C)n(-c3ccccc3)c(=O)n2C)cc1OC
  D1 mod = 0.032
  TNAP act DEA = 0.9
  M1 ag = -0.26
  HEK293 NFkB inh = 8
  M1 antagonist = 0.44
  S1P1 ag pot = .
  Ec RNAP inh = 6
  Jurkat tox 60K = -4
  S1P3 agonist = 0.1

O=C(NC1CCN(C(=O)N2c3ccccc3Sc3ccccc32)CC1)c1ccco1
  D1 mod = .
  TNAP act DEA = 1
  M1 ag = 0.33
  HEK293 NFkB inh = 9
  M1 antagonist = -0.11
  S1P1 ag pot = .
  Ec RNAP inh = -1
  Jurkat tox 60K = .
  S1P3 agonist = .

O=P(O)(CCCCP(=O)(O)CCc1ccccc1)CCc1ccccc1
  D1 mod = 0.61
  TNAP act DEA = 1
  M1 ag = -0.21
  HEK293 NFkB inh = 2
  M1 antagonist = 0.13
  S1P1 ag pot = 0
  Ec RNAP inh = .
  Jurkat tox 60K = -13
  S1P3 agonist = 0.4

CC1CCCN(Cc2nc3c(c(=O)n(C)c(=O)n3C)n2Cc2cccc3ccccc23)C1 (configuration not stated)
  D1 mod = -0.31
  TNAP act DEA = 0.9
  M1 ag = 0.1
  HEK293 NFkB inh = 30
  M1 antagonist = 0.78
  S1P1 ag pot = 11
  Ec RNAP inh = 1
  Jurkat tox 60K = -4
  S1P3 agonist = -1.6
